D1 agonist: activates the human D1 dopamine receptor | activation, % at 2 µM | P21728 | AID 504660 | HEK293 T-REx D1 cells, calcium flux, agonist mode | 360,000 tested, 1% active; also: 0% is about no effect
Target sequence (P21728 whole entry, looked up): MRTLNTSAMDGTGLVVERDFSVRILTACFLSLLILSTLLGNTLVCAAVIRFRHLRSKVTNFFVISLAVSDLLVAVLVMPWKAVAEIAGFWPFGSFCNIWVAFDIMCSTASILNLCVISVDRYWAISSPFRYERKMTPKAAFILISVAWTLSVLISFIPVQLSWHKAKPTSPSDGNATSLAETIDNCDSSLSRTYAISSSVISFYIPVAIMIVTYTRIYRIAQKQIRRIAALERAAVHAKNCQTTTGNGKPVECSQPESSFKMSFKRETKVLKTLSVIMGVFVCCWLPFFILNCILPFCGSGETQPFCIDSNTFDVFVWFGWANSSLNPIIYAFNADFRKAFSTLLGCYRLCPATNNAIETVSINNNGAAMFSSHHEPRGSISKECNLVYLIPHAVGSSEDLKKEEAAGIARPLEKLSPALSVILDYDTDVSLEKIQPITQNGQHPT
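Agonism was scored from calcium flux recorded over 180 s (1 read/s) after pintool compound addition, following a 10-cycle baseline. Cells were inducible force-coupled HEK293 TREx D1, plated overnight at 30 C and loaded with no-wash calcium dye.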
D1 potentiator: enhances dopamine response at the human D1 receptor; potentiation, % at 10 µM; 360,000 tested, 0.036% active; HEK293 TREx D1 cells, calcium flux, dopamine EC20 potentiation; P21728; in the data active = potentiation above about 30%; also: 0% is about no effect
D2 PAM: positively modulates the human D2 dopamine receptor allosterically; 340,000 tested, 0.34% active; HEK293 T-REx D2, calcium flux, EC20 dopamine potentiation; P14416; potentiation, % at 10 µM; AID 485347;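 active = potentiation over 3 SD above the plate norm, cut at about 30% in these data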; also: 0% is about no effect
Target sequence (P14416 whole entry, looked up): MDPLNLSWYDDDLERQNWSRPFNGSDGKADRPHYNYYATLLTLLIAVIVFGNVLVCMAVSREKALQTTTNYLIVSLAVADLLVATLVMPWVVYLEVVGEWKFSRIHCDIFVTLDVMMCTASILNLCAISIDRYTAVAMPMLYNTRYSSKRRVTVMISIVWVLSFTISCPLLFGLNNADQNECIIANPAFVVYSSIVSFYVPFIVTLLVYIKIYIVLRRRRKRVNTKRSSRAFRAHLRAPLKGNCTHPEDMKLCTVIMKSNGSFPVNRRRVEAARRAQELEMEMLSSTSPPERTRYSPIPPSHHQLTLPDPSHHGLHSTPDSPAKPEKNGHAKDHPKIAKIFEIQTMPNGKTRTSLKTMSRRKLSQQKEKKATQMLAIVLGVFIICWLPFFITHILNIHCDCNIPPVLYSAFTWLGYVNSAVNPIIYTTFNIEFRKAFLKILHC
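Potentiation of an EC20 dopamine calcium response is measured in a force-coupled, tetracycline-inducible Hek293 Trex D2 line. Compound-only kinetic reads over 180 s flag agonists before dopamine addition.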
D2 agonist: activates the human D2 dopamine receptor; HEK293 T-REx D2 cells, calcium flux agonist mode; activation, % at 2 µM; 340,000 tested, 0.53% active;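 active = activation over 3 SD above normal in the single-dose calcium agonist read, cut at about 30% in these data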; also: 0% is about no effect
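Calcium-flux readout, 1 cycle/sec over 180 s following compound pin transfer, in inducible HEK293 Trex D2 cells (force-coupled); dopamine controls included. Positive calcium responses during this window marked compounds as potential agonists.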
TRHR ag: activates the human TRH receptor | P34981 | TRHR cells, calcium flux fluo-8, FDSS agonist mode | activation, % at 2 µM | 360,000 tested, 0.18% active; also: 0% is about no effect
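TRHR-expressing cells, plated overnight in medium with 10% serum, were loaded with fluo-8 calcium dye at room temperature. After a 10 s baseline, library compound was pin-added and calcium release was recorded kinetically (ex 480/em 530) as agonist response.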
RXFP1 antagonist: antagonists of human relaxin receptor RXFP1; Q9HBX9; HEK293-RXFP1, relaxin-stimulated cAMP HTRF, 30 min; stronger effect = lower value; 350,000 tested, 0.59% active; activity change, negative = inhibition, % at 57.5 µM;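 active = activity change of -60% or lower, but not beyond a set lower limit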; also: % is scaled to controls: 0 for no effect and ±100 for the full control effect
D1 antagonist: human D1 dopamine receptor antagonism | 360,000 tested, 3.2% active | activity change, negative = inhibition, % at 10 µM | HEK293 TREx D1 cells, calcium flux, dopamine EC80; stronger effect = lower value | AID 504652; in the data active = activity change below about -30%; also: % is scaled to controls: 0 for no effect and ±100 for the full control effect
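HEK293 T-REx cells expressing inducible, force-coupled D1 receptor; no-wash Ca dye, 30–90 min RT. Cmpd → 180 s read at 1 Hz → EC80 DA → 180 s read.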
TRHR PAM: allosterically enhances the human TRH receptor; P34981; TRHR cells, fluo-8 calcium fluorescence, EC20 TRH enhancement; enhancement, % at 2 µM; 360,000 tested, 0.66% active; AID 493056; in the data active = enhancement above about 30%; also: 0% is about no effect
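TRHR-expressing cells loaded with fluo-8 calcium dye were read kinetically (ex 480/em 530) during compound addition, then stimulated with an EC20 of TRH (10 nM final). Enhancement of the Gq-mediated intracellular calcium response was scored.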
D2 antag: D2 dopamine receptor (human) antagonism | 340,000 tested, 2% active | P14416 | AID 485344 | HEK293 TREx D2 cells, calcium flux, dopamine EC80 | inhibition, % at 10 µM; in the data active = inhibition above about 30%; also: 0% is about no effect
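Tetracycline-induced HEK293 T-REx cells expressing D2 force-coupled to calcium signalling were dye-loaded, exposed to compound for 180 s, then challenged with an EC80 of dopamine; calcium flux was followed kinetically for a further 180 s.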
Numbers without * were called inactive; . = no result given; & = joins results of further samples. Rule as the data show it, unless noted: active = activation above about 30%; inactive = the rest.

Start of the listing, in advance:
Molecule | D1 agonist | D1 potentiator | D2 PAM | D2 agonist | TRHR ag | RXFP1 antagonist | D1 antagonist | TRHR PAM | D2 antag
CC(Nc1ccc2c(c1)OCCO2)C(=O)N1c2ccccc2CC1C (centres undefined) | 9 | -7 | 1 | 0.2 | 0.3 | -2 | -24 | -2 | 19
COc1ccc(NC(C)=O)cc1S(=O)(=O)Nc1cccc(S(=O)(=O)NC2=NCCC2)c1 | 1 | 0 | 9 | 0.5 | 0.6 | -6 | -14 | 0 | -2

Main list (from the top)
Molecule | D1 agonist | D1 potentiator | D2 PAM | D2 agonist | TRHR ag | RXFP1 antagonist | D1 antagonist | TRHR PAM | D2 antag
CC(Nc1ccc2c(c1)OCCO2)C(=O)N1c2ccccc2CC1C (centres undefined) | 9 | -7 | 1 | 0.2 | 0.3 | -2 | -24 | -2 | 19
COc1ccc(NC(C)=O)cc1S(=O)(=O)Nc1cccc(S(=O)(=O)NC2=NCCC2)c1 | 1 | 0 | 9 | 0.5 | 0.6 | -6 | -14 | 0 | -2
CCOC(=O)c1c(NC(=O)c2cc(=O)c3ccc(C)cc3o2)sc(C)c1C | 0 | -1 | -6 | -0.3 | 1.0 | -11 | 6 | 0 | .
COc1ccc2c(Sc3ccccc3)c(C(=O)NCCCN3CCCCC3)[nH]c2c1 | 11 | -5 | -21 | -0.1 | 0.2 | -18 | -4 | 2 | .
Cc1ccc(C)n1-n1c(C)nc2scc(-c3ccccc3)c2c1=O | -1 | -2 | 1 | 0.3 | -0.2 | -21 | 0 | 3 | -1
c1ccc2oc(SCc3cn4ccccc4n3)nc2c1 | 6 | -2 | 6 | -2.2 | -0.4 | -1 | 2 | 2 | -17
COc1ccccc1OCc1nnc(SCC(=O)c2cc(Cl)ccc2OC)o1 | 5 | -9 | -8 | 0.1 | 0.5 | -13 | 5 | -1 | 6
COc1cc(-c2n[nH]c(=S)n2-c2cccc(C(F)(F)F)c2)cc(OC)c1OC | 16 | 1 | -1 | -1.2 | -1.1 | . | 8 | 5 | -1
CCCCC(CC)C(=O)NCc1ccccc1OC (centres undefined) | 1 | -9 | -5 | -0.4 | -0.6 | 0 | 4 | -2 | -2
CCC(C)[C@H](NC(=O)NCc1ccc(OC)c(OC)c1)C(=O)O (some centres undefined) | 3 | -6 | 6 | 1.1 | 0.3 | 14 | 5 | 11 | -4
COc1cc(/C=N/NC(=O)Cc2ccccc2)cc([N+](=O)[O-])c1O | 3 | 2 | 8 | 1.2 | -0.2 | 7 | -3 | 5 | 5
COc1cccc2[nH]c(C(=O)NCCc3ccccc3)cc12 | 0 | -4 | -23 | -1.2 | -0.4 | 6 | -6 | 17 | -14
CC1CCCC/C1=N/Nc1ccc([N+](=O)[O-])cc1[N+](=O)[O-] (centres undefined) | 2 | -6 | 6 | -0.1 | 0.1 | -1 | -3 | 5 | 3
N#Cc1ccc(-c2ccc(F)cc2)nc1Oc1ccccc1 | 8 | -9 | 10 | . | 1.0 | 11 | -26 | 10 | .
Nc1nc(-c2ccc([N+](=O)[O-])cc2)cs1 | 5 | 2 | -5 | -0.1 | -1.0 | . | 0 | 2 | 18
Cc1cc(C(=O)Nc2ccc(Br)cc2)cs1 | -1 | -2 | 19 | 0.0 | 1.8 | -2 | 2 | -1 | -17
Cn1nnc(NC(=O)c2cccc([N+](=O)[O-])c2)n1 | 1 | -5 | -10 | -0.7 | 0.5 | 0 | 0 | 0 | 13
CC1CN(C(=O)c2cccs2)CCN1C(=O)c1cccs1 (centres undefined) | 0 | 0 | 0 | -0.1 | 0.7 | -1 | 3 | 16 | -18
Cc1ccc(NC(=O)Cc2ccc3c(c2)CCCC3)cc1C | 3 | 0 | 14 | 0.1 | 0.2 | 3 | -31* | 1 | 2
CCN1CCN(C(=O)c2ccc3c(c2)N(Cc2ccccc2)C(=O)c2ccccc2S3(=O)=O)CC1 | 5&3 | -6&-4 | -23&9 | 0.4&-0.2 | 0.4&-0.5 | 0&-1 | 9&1 | -3&9 | 40*
COc1cccc(N2CCN(c3cnc4ccccc4n3)CC2)c1 | 10 | -5 | 7 | -0.2 | 0.7 | -20 | -11 | -9 | -4
O=C(CCNS(=O)(=O)c1ccccc1C(F)(F)F)NCCCSc1ccccc1 | 7 | 4 | -6 | -0.9 | -0.6 | 1 | 7 | -2 | -2
CCOC(=O)N1CCC(Nc2nc3ccccc3n3nnnc23)CC1 | 2 | 17 | 10 | 0.2 | 0.3 | . | 1 | 4 | -13
O=C(Nc1ncn[nH]1)c1ccc(Cl)cc1Cl | 5 | 1 | 12 | -0.9 | -0.7 | -4 | -27 | 1 | -5
Cc1cc(NC(=O)CCNS(=O)(=O)c2ccc3c(c2)oc(=O)n3C)ccc1Br | 1 | -3 | -11 | 0.0 | 0.0 | 4 | -4 | -5 | .
O=C(NNC(=O)c1csc(N2CCOCC2)n1)c1ccc(=O)[nH]c1 | 3 | -2 | 11 | 0.2 | 1.3 | 10 | -16 | 2 | 26
Nc1ccc(-c2nc3ccc(-c4nc5ccccc5o4)cc3[nH]2)cc1 | 1 | -5 | 2 | -0.2 | -0.4 | 21 | -6 | 3 | -21
O=C(O)/C(=C\c1ccccc1)c1ccccc1 | 1 | 1 | 4 | 0.4 | -1.5 | -8 | -11 | -5 | -7
CC(C)C(c1nnnn1Cc1ccc(F)cc1)N1CCN(Cc2ccc3c(c2)OCO3)CC1 (centres undefined) | 2 | -7 | -10 | 0.5 | -0.2 | -16 | -11 | 1 | 4
N#Cc1c(N)sc(=S)c2c1CCCCC2 | 11 | -3 | 4 | 0.3 | 1.0 | -6 | -7 | 10 | 7
CN1CCN(c2ccc(CNC(=O)c3ccc4c(c3)OCCO4)cc2)CC1 | 1 | 2 | 8 | 0.0 | -0.7 | -12 | 8 | -4 | -6
CCNC1=C(Cl)C(=O)c2ccccc2C1=O | 7 | -3 | 7 | -3.2 | -1.2 | -19 | -36* | -5 | -9
CC(=O)C(=Nc1ccc(Cl)cc1Cl)NNc1cccc(Cl)c1 | 6 | -1 | -6 | -1.0 | -0.1 | 6 | 0 | 9 | -15
CCC1(c2ccc(F)cc2)NC(=O)N(CC(=O)Nc2ccc(-c3nc4ccc(C)cc4s3)cc2)C1=O (centres undefined) | 3 | -4 | 8 | -2.1 | -0.5 | -15 | 14 | 4 | -7
Cc1ccc(NC(=O)CCNS(=O)(=O)c2ccc3c(c2)oc(=O)n3C)cc1 | 0 | 8 | -2 | -1.3 | 0.4 | 3 | 2 | -4 | 1
COC(=O)c1cccnc1NC(=S)NNC(=O)c1ccccc1 | 2 | -2 | 18 | -0.2 | -0.9 | 3 | 4 | 0 | 2
COc1ccccc1N1CCN(C(=O)c2ccc(C(C)(C)C)cc2)CC1 | 2 | -2 | 12 | 0.3 | -0.6 | -24 | 7 | -1 | 17
CN(CC(=O)N1CCCCC1)S(=O)(=O)c1cccc2cccnc12 | 3 | -8 | 1 | 0.5 | 0.3 | . | -11 | 0 | -5
O=C(CSc1ccc2nnc(-c3ccccc3)n2n1)NCC1CCCO1 (centres undefined) | 0 | -4 | 6 | -0.2 | -1.0 | 15 | 53 | -3 | -8
COc1ccc(Br)cc1CNCC1CCCO1 (centres undefined) | 1 | 0 | 2 | 0.4 | 0.0 | -1 | 20 | -7 | 27
c1ccc(N2CCN(c3cnccn3)CC2)nc1 | -1 | 4 | 13 | -0.8 | 1.1 | 8 | -41* | 1 | 3
CC(C)c1ccc(NC(=O)CNC(=O)Cn2cnc3ccccc3c2=O)cc1 | 4 | -9 | 3 | 0.6 | 2.0 | 2 | -15 | 3 | -8
CCCN1C(=O)c2cc(C(=O)NCc3ccc(OC)cc3)ccc2C1O (centres undefined) | 1 | 4 | -4 | 0.3 | 0.5 | . | 3 | -3 | -6
Fc1ccc(C2c3[nH]c4ccccc4c3CCN2CCCn2cccn2)cc1 (centres undefined) | 2 | -2 | -8 | 1.8 | 0.8 | -16 | -6 | -4 | -24
O=C(Nc1cccnc1Cl)C1CCCN(c2ncnc3c2nc2n3CCCCC2)C1 (centres undefined) | 1 | -1 | -3 | -0.7 | -0.3 | -11 | -4 | -10 | 18
O=C(CS(=O)(=O)c1cccc2nsnc12)N1CCN(c2ccccc2F)CC1 | 4 | -4 | 11 | . | 0.1 | -12 | -5 | -4 | .
O=C1CN(C(=O)N[C@@H](Cc2ccccc2)C(=O)N[C@H](C(=O)O)c2ccccc2)c2ccccc2N1 | 5 | -5 | . | . | -0.2 | 4 | 17 | 8 | .
OCCC1CN(Cc2cnc(N3CCOCC3)s2)CCN1C1CCCC1 (centres undefined) | 1 | -2 | 11 | -0.2 | -1.5 | 1 | 4 | -4 | -5
COc1ccc(C2N3CC4(C)CN2CC(C)(C3)C4O)cc1 (centres undefined) | 3 | 0 | -1 | 0.5 | 0.6 | 1 | 3 | 5 | 16
CC(=O)Nc1nc(C)c(CCC2OCCO2)c(=O)[nH]1 | 4 | -6 | 15 | 3.4 | 0.5 | 4 | 7 | 10 | 5

Going on with the list.
Results follow in this order: D1 agonist | D1 potentiator | D2 PAM | D2 agonist | TRHR ag | RXFP1 antagonist | D1 antagonist | TRHR PAM | D2 antag
COc1ccc(C)cc1S(=O)(=O)N1CCN(C(=O)c2ncoc2-c2ccccc2F)CC1
  4 | -5 | -5 | -0.1 | -0.2 | -10 | 0 | 6 | 4
CCc1ccccc1NC(=O)Cn1c(=O)n(Cc2ccccc2)c(=O)c2c(C)c(C(=O)N(C)C)sc21
  4 | -1 | 4 | . | -0.5 | -6 | 3 | 22 | .
O=C(NCC1CCCN(C(=O)c2cscn2)C1)c1ccc(-c2ccccc2)cc1 (centres undefined)
  0 | -4 | 1 | 0.3 | -1.2 | -2 | 5 | -1 | -5
COc1cc(C2SCC(=O)N2c2nnc(C34CC5CC(CC(C5)C3)C4)s2)cc(OC)c1OC (centres undefined)
  0 | -2 | -6 | 0.3 | -0.6 | -32 | -8 | 1 | -15
Cc1nn(-c2ccc(F)cc2)c(-n2cccc2)c1C(=O)N1CCN(c2ccc(F)cc2)CC1
  0 | -2 | -6 | -0.7 | 0.0 | . | -9 | 1 | .
Cc1ccc(NC(=O)CS(=O)CC(=O)N2CCN(C3CCCC3)CC2)cc1 (centres undefined)
  3 | 10 | 1 | 1.0 | 0.1 | 1 | 9 | -16 | 2
O=C(NCCCO)C(=O)c1c(-c2ccccc2)cc2ccccn12
  3 | -5 | . | . | -0.1 | -16 | -11 | -3 | .
CC1CCN(S(=O)(=O)c2ccc(NC(=O)c3cccs3)cc2)CC1
  5 | -4 | -2 | 0.8 | 0.2 | 1 | -4 | 6 | 9
Cn1nccc1C(=O)Nn1cnnc1
  2 | -1 | -4 | -0.1 | 0.8 | 1 | -7 | -6 | -16
CCOC(=O)C1(CC/C(C)=N\NC(N)=O)CC(C)OC1=O (centres undefined)
  4 | -12 | -7 | 0.4 | 0.6 | -1 | -1 | 12 | 14
Clc1ccc(OCCCn2ccnc2)c(Br)c1
  15 | -2 | -10 | -0.3 | 0.0 | -1 | -5 | -1 | 7
CCCc1cc(C(=O)Nc2sc(C(C)=O)c(C)c2C(=O)OCC)no1
  3 | 4 | 7 | 1.5 | 0.3 | 1 | 6 | -8 | 1
CCc1nnc(NC(=O)CSc2nncc(=O)n2N)s1
  2 | -3 | -8 | -0.4 | 0.4 | 1 | 1 | -3 | -11
CC1CCC2(CC1)NC(=O)N(CC(=O)Nc1ccc3c(c1)OCCO3)C2=O (centres undefined)
  2 | -9 | 2 | 2.2 | -0.3 | -18 | 6 | -1 | 19

Source: PubChem (National Center for Advancing Translational Sciences (NCATS))

Not a hit list; any-hit rate near 7.1%.
